BRCA1 expr act – activators of BRCA1 expression. MCF7-BRCA1-FFLuc reporter, luminescence, 48 h; response scale: scaled: vehicle 0%, 10 µM genistein 100%. AID 624202. 380,000 tested, 1.1% active. Potency, µM (top dose mostly 46.1 µM), for the others: at the highest dose activation, hits mostly activators; also: nearly all actives have a fitted effect of over 80% in size; some results filed as inactive show a strong effect at the top dose
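MCF7-BRCA1-FFLuc cells, 2000/well in phenol-red-free MEM, attached 2 h then treated 48 h at 37 C. Luciferase luminescence read 15 min after reagent; normalized to genistein maximum activation (10microM) and DMSO, concentration-response fitted.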
ELG1 genotoxic – genotoxicity induction in ELG1-luciferase HEK293T cells; HEK293T ELG1-luciferase reporter, luminescence, 16 h; Potency, µM (top dose mostly 46 µM), without a hit: at the highest dose activity change, positive = activation, usual class: activators; 330,000 tested, 1.3% active; also: % of control where 0% means no effect; nearly all actives have a fitted effect of over 60% in size
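Step 1: seed 2,000 HEK293T ELG1-luciferase cells per well. Step 2: add compound or DMSO, incubate 16 hr at 37 °C. Step 3: ONE-Glo, 30 min at room temperature, read luminescence.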
p53 reactivation – restores transcriptional activity of mutant p53; Potency, µM (titrated, usually from 92.2 µM), for inactives: at the highest dose activity change, positive = activation, most hits filed as activators; 320,000 tested, 0.063% active; AID 504706; H1299 p53-A138V BP100-luciferase reporter, luminescence, 24 h; also: % of control where 0% means no effect; nearly all actives have a fitted effect of over 45% in size
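H1299 (p53-null), stable ts p53-A138V + BP100-Luc; 1000 cells/well, Opti-MEM/10% FBS; cpd 4 pt, 1:5; 24 h, 37 deg C, 5% CO2; detection reagent 10 min RT; luminescence.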
uPA surface inh – inhibitors of cell surface uPA generation; 330,000 tested, 0.31% active; Potency, µM (doses to about 38.3 µM), for inactives: top-dose activity change, negative = inhibition, usual class: inhibitors; cell surface uPA generation assay, qHTS; active = well fitted inhibition curve with a large enough effect; inconclusive = small, poorly fitted or top-dose-only effect; inactive = no such curve, though single readings can be large or run the other way; tested in mouse RAW 264.7 cells; also: % is scaled to controls: 0 for no effect and ±100 for the full control effect; nearly all actives have a fitted effect of over 55% in size
An asterisk follows results filed as active; ? = inconclusive; & = joins results of further samples. Unless noted, calls follow the shape of the dose curve; as a rule, active = well fitted activation curve with a large enough effect; inconclusive = small, poorly fitted or top-dose-only effect; inactive = no such curve, though single readings can be large or run the other way. Potency is read from the fitted curve at half-maximal effect. This is a subset, so the mix of outcomes need not match the whole.

compound,ELG1 genotoxic,uPA surface inh,BRCA1 expr act,p53 reactivation
CC(C(=O)Nc1ccc(C#N)cc1)N(C)CC(=O)N(C)c1c(N)n(Cc2ccccc2)c(=O)[nH]c1=O (configuration not stated),4%,7%,-14%,11%
CCOC(=O)[C@@H]1[C@H]2COc3ccccc3[C@@H]2N2C(=O)N(c3ccc(C(F)(F)F)cc3)C(=O)[C@@]12C,0%,-15%,3%,-2%
C[C@H](CO)N1C[C@H](C)[C@@H](CN(C)C(=O)Nc2ccccc2)Oc2ccc(NS(=O)(=O)c3cn(C)cn3)cc2C1=O,2%,14%,0%,-1%
CN(C(=O)CSc1cccc[n+]1[O-])c1ccccc1,1%,-4%,3%,1%
CC(C)NC(=O)N(C)C[C@H]1Oc2c(NC(=O)C3CCCCC3)cccc2C(=O)N([C@H](C)CO)C[C@@H]1C,3%,12%,0%,17%
C[C@H](CO)N1C[C@H](C)[C@@H](CN(C)S(=O)(=O)c2ccccc2)Oc2c(NC(=O)c3ccncc3)cccc2C1=O,3%,-3%,-3%,3%
CCN(C(=O)CSc1nc2ccccc2c(=O)n1-c1ccccc1F)C1CCS(=O)(=O)C1 (configuration not stated),5%,-3%,8%,-6%
CN(CCc1ccccc1)C(=O)c1cccc(NC(=O)Cc2cccc([N+](=O)[O-])c2)c1,-5%,-9%,-26%,-3%
Cc1cc(NS(=O)(=O)c2ccc(NC(=O)c3ccc([N+](=O)[O-])s3)cc2)nc(C)n1,-4%,-2%,-61%,-21%
Cc1ccc(C)c(NC(=O)CN(C)C(=O)c2cccc(Oc3ccccc3)c2)c1,-5%,14%,-8%,-1%
Cc1nc(SCC(=O)N2CCN(c3ccccn3)CC2)c(C#N)c(C)c1C,-2%,-1%,-29%,-7%
CCN(C[C@H]1N[C@@](C)(C(=O)OC)[C@H]2C(=O)N(C)C(=O)[C@@H]12)S(=O)(=O)c1ccccc1,4%,-5%,12%,-8%
COc1cc(OC)cc(-c2c(C#Cc3ccsc3)c3cc(-c4cccc5[nH]cc(C=O)c45)ccc3n2C)c1,-1%,4%,-39%,-5%
Cc1ccc(S(=O)(=O)N2CCOCC2)cc1NC(=O)COC(=O)c1cncc(Br)c1,-1%,23%,8%,-1%
Cc1ccc(NC(=O)CN2C(=O)NC(C)(CC(C)C)C2=O)c(Br)c1 (configuration not stated),1%,5%,-1%,1%
CN(C)C(=O)CCc1ccc2c3c([nH]c2c1)[C@]1(C)[C@@H](C(=O)N2CCOCC2)C[C@H](CC(=O)NC(C)(C)C)C(=O)N1CC3,4%,14%,10%,0%
O=C(NCc1ccccc1Cl)c1cccc2c1C(=O)c1ccc(-c3ccc(OC(F)(F)F)cc3)cc1S2(=O)=O,17%,9%,-41%,-2%
COC(=O)c1ccc(CNC(=O)COC(=O)CCC(=O)c2ccc(F)cc2)cc1,1%,5%,-7%,1%
Cc1csc(SC(C)C(=O)Nc2ccc(F)cc2Cl)n1 (configuration not stated),0%,-1%,-24%,-2%
Cc1csc(=O)n1CC(=O)Nc1ccc(S(C)(=O)=O)cc1,1%,4%,-1%,-1%
Cc1nc(NC(=O)COC(=O)CCc2ccccc2)c(Cl)cc1Cl,-1%,6%,5%,6%
O=C(NC(=S)Nc1ccccc1OC(F)F)c1ccc2c(c1)OCO2,6%,1%,15%,18%
O=C(/C=C/c1ccc([N+](=O)[O-])cc1)OCC(=O)c1ccc[nH]1,1%,-15%,-6%,8%
CC(=O)NC(CC(=O)OCC(=O)Nc1cc(S(=O)(=O)N2CCCCC2)ccc1C)c1ccccc1 (configuration not stated),-3%,-2%,2%,4%
CC(C)NC(=O)N(C)C[C@H]1Oc2ccc(NS(=O)(=O)c3ccc(Cl)cc3)cc2CC(=O)N([C@@H](C)CO)C[C@@H]1C,0%,6%,-15%,-1%
O=C(NNC(=S)NC(=O)c1ccc(F)cc1)c1ccncc1,-2%,0%,-14%,2%
O=C(Nc1cccc(/C=C/c2ccccn2)c1)c1ccc(-n2cncn2)cc1,-1%,-4%,22%,5%
O=C(COC(=O)/C=C/c1cccc([N+](=O)[O-])c1)Nc1cccnc1Cl,-2%,-2%,-14%,-6%
CC(=O)c1ccc(OC(C)C(=O)Nc2cccc(S(=O)(=O)NCc3ccco3)c2)cc1 (configuration not stated),0%,?,0%,-5%
CCC(C)Sc1cccc(-c2nc3cc(C)ccn3c2NC2CCCCC2)c1 (configuration not stated),-1%,-2%,-41%&-29%,17%

An excerpt from above in order of molar mass, low to high:
compound,ELG1 genotoxic,uPA surface inh,BRCA1 expr act,p53 reactivation
O=C(/C=C/c1ccc([N+](=O)[O-])cc1)OCC(=O)c1ccc[nH]1,1%,-15%,-6%,8%
O=C(Nc1cccc(/C=C/c2ccccn2)c1)c1ccc(-n2cncn2)cc1,-1%,-4%,22%,5%
CN(CCc1ccccc1)C(=O)c1cccc(NC(=O)Cc2cccc([N+](=O)[O-])c2)c1,-5%,-9%,-26%,-3%
Cc1ccc(S(=O)(=O)N2CCOCC2)cc1NC(=O)COC(=O)c1cncc(Br)c1,-1%,23%,8%,-1%
CN(C)C(=O)CCc1ccc2c3c([nH]c2c1)[C@]1(C)[C@@H](C(=O)N2CCOCC2)C[C@H](CC(=O)NC(C)(C)C)C(=O)N1CC3,4%,14%,10%,0%
CC(C)NC(=O)N(C)C[C@H]1Oc2ccc(NS(=O)(=O)c3ccc(Cl)cc3)cc2CC(=O)N([C@@H](C)CO)C[C@@H]1C,0%,6%,-15%,-1%

Some of the entries so far, with values under each structure.
Results follow in this order: ELG1 genotoxic, uPA surface inh, BRCA1 expr act, p53 reactivation
O=C(NNC(=S)NC(=O)c1ccc(F)cc1)c1ccncc1
→ -2%, 0%, -14%, 2%
CCOC(=O)[C@@H]1[C@H]2COc3ccccc3[C@@H]2N2C(=O)N(c3ccc(C(F)(F)F)cc3)C(=O)[C@@]12C
→ 0%, -15%, 3%, -2%
Cc1csc(SC(C)C(=O)Nc2ccc(F)cc2Cl)n1 (configuration not stated)
→ 0%, -1%, -24%, -2%
CCN(C[C@H]1N[C@@](C)(C(=O)OC)[C@H]2C(=O)N(C)C(=O)[C@@H]12)S(=O)(=O)c1ccccc1
→ 4%, -5%, 12%, -8%

(list continues)
compound,ELG1 genotoxic,uPA surface inh,BRCA1 expr act,p53 reactivation
COc1ccc(C(C)=O)cc1COC(=O)[C@H](Cc1ccccc1)NC(=O)c1ccco1,-2%,10%,-4%,-2%
O=C(NCc1cc(C(F)(F)F)ccc1Cl)c1cccc2c1C(=O)c1ccc(N3CCOCC3)cc1S2(=O)=O,-4%,9%,0%,-3%
CC(C)CNC(=O)/C=C/C=C/c1ccc2c(c1)OCO2,7%,-12%,?,12%
CCc1cc2c(SCC(=O)NC3CC3)ncnc2s1,6%,4%,-7%,-4%
COc1cc(C(=O)OCCNC(=O)c2cccnc2)cc(OC)c1OC,0%,1%,-45%,10%
O=C(COC(=O)COc1ccccc1F)Nc1cccc(S(=O)(=O)N2CCCCC2)c1,5%,0%,-3%,-5%
O=C(COC(=O)/C=C/c1ccc(S(=O)(=O)N2CCOCC2)cc1)Nc1ccccc1F,0%,-2%,-3%,-5%
O=C(COC(=O)Cn1cnc2ccccc2c1=O)Nc1ccccc1OC(F)F,1%,1%,-13%,8%
Cc1noc(C)c1NC(=O)N(C)C[C@H]1Oc2c(NC(=O)Nc3ccc4c(c3)OCO4)cccc2C(=O)N([C@H](C)CO)C[C@@H]1C,0%,2%,-5%,7%
O=C(COC(=O)c1n[nH]c2ccccc12)NC1CCCCC1,0%,5%,-1%,7%
O=C(Cc1ccc(Cl)cc1)OCC(=O)N1CCCCCC1,3%,5%,-2%,13%
COc1ccc(S(=O)(=O)N2CCCCCC2)cc1C(=O)NCc1ccco1,1%,-5%,-16%,-2%
O=C(Cc1n[nH]c(=O)c2ccccc12)N1CCN(S(=O)(=O)c2ccc(F)c(Cl)c2)CC1,0%,1%,-17%,3%
O=C(CNC(=O)c1ccco1)NNC(=O)c1n[nH]c(=O)c2ccccc12,2%,6%,-33%,3%
O=C1CN(C(=O)COC(=O)CCS(=O)(=O)c2ccccc2Cl)c2ccccc2N1,0%,1%,-28%,-17%
COc1ccc([C@@H]2CC=C(C(=O)O)[C@H](c3ccc(Br)cc3)N2S(=O)(=O)c2ccc(C)cc2)cc1OC,1%,-5%,9%,0%
C[C@H](CO)N1C[C@H](C)[C@@H](CN(C)Cc2ccc3c(c2)OCO3)Oc2c(NS(=O)(=O)c3cn(C)cn3)cccc2C1=O,2%,0%,-7%,2%
O=C(COC(=O)c1cc(Cl)nc(Cl)c1)Nc1ccc(Cl)c(S(=O)(=O)N2CCOCC2)c1,3%,-1%,19%,14%
C[C@H]1CN([C@@H](C)CO)C(=O)c2cccc(NC(=O)c3cnccn3)c2O[C@@H]1CN(C)C(=O)Nc1ccc2c(c1)OCO2,4%,10%,7%,0%
O=C(Nc1cc(S(=O)(=O)N2CCOCC2)ccc1O)c1ccc(S(=O)(=O)N2CCCCC2)cc1,1%,12%,0%,1%
Cc1ccc(C(C)C)cc1OCC(=O)Nc1nnc(C2CC2)s1,-3%,2%,-33%,-1%
O=S(=O)(c1ccc(F)c(F)c1F)N1CCN(c2ncnc3sccc23)CC1,-2%,-8%,-67%,-1%
O=S(=O)(NCCNS(=O)(=O)c1c(F)cccc1F)c1ccc2c(c1)OCCO2,0%,-14%,-2%,2%
Cc1ccc(S(=O)(=O)N2[C@@H](c3ccc(Br)cc3)C(C(=O)O)=CC[C@H]2c2ccc(C(C)C)cc2)cc1,-4%,-3%,-18%,1%
COc1ccc(Br)cc1CN(C)CC(=O)Nc1cccc(S(=O)(=O)N2CCCC2)c1,-11%,-3%,-62%,0%
CC(C)n1cnnc1SCC(=O)Nc1cccnc1Cl,-3%,-11%,2%,4%
C[C@H](CO)N1C[C@H](C)[C@@H](CN(C)S(=O)(=O)c2cn(C)cn2)Oc2ccc(NC(=O)NC3CCCCC3)cc2C1=O,2%,17%,0%,-8%
CC(C)=CCC/C(C)=C/CC/C(C)=C/COc1ccc2ccc(=O)oc2c1,-2%,-8%,0%,-2%
Cc1ccc(S(=O)(=O)NCCC(=O)Nc2cccc(S(=O)(=O)N3CCCC3)c2)cc1C,-8%,10%,-31%,-2%
Cc1cc(C(=O)COC(=O)CC(NC(N)=O)c2ccc(Cl)cc2)c(C)n1C (configuration not stated),2%,4%,-14%,-8%
Cc1ccc(NC(=O)Cc2ccsc2)cc1S(=O)(=O)N1CCOCC1,2%,3%,-7%,-10%
CCn1c(C)nc2cc(C(=O)NNC(=O)[C@@H](NC(=O)c3cc(OC)cc(OC)c3)C(C)C)ccc21,7%,4%,32%,7%
CCN(CC)C(=O)[C@H]1C[C@H](CC(=O)NCCCn2ccnc2)C(=O)N2CCc3c([nH]c4cc(CCC(=O)N(C)C)ccc34)[C@]12C,6%,9%,11%,8%
